S-ASM inh = blocks human secretory acid sphingomyelinase | 340,000 tested, 0.006% active | placental ASM, HMU-PC fluorogenic substrate, 60 min | P17405 | Potency, µM (top dose mostly 57.5 µM), for the others: at the highest dose activity change, negative = inhibition, most hits filed as inhibitors; note: potency is the fitted concentration of half-maximal effect
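Human placenta-derived ASM enzyme was preincubated with compound for 10 minutes at room temperature, then given fluorogenic substrate HMU-PC0 (9 uM final) for 60 minutes at 37 °C; a pH 10 stop preceded fluorescence reading at Ex 386/Em 447 nm.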
PTAP TSG101 blk = blocks PTAP/TSG101 interaction to inhibit HIV-1 budding; Fluorescence polarization, FITC-PTAP peptide / Tsg101 binding; 340,000 tested, under 10 active; Potency, µM (top dose mostly 115 µM), for inactives: at the highest dose activity change, negative = inhibition, usual class: inhibitors; Q99816; active = well fitted inhibition curve with a large enough effect in the main read-out, with a control signal flat, not every such curve was filed as active; inconclusive = small, poorly fitted or top-dose-only effect, or effect the other way, or a change in a side signal; inactive = no such curve, though single readings can be large or run the other way; note: potency is the fitted concentration of half-maximal effect; % of control where 0% means no effect
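Steps: Tsg101 binding domain dispensed (10 uM final), compounds pinned in DMSO, FITC-labeled PTAP-motif peptide added (50 nM final); after 20 min binding at room temperature, polarization measured.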
ELG1 DNA repair = ELG1-dependent DNA repair inhibition; Potency, µM (top dose mostly 46.1 µM), for the others: at the highest dose activity change, negative = inhibition, most hits filed as inhibitors; HEK293T ELG1-luciferase reporter, luminescence, 16 h; DNA damage induced by 5-fluorouridine; 330,000 tested, 2.3% active; note: potency is the fitted concentration of half-maximal effect; % is set by controls: 0 for no effect and ±100 for the full control effect; nearly all actives have a fitted effect of over 55% in size
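HEK293T cells expressing luciferase-tagged ELG1 (2,000/well) received 5-Fluorouridine plus compound or DMSO for 16 hr at 37 °C. Luciferase was read by ONE-Glo luminescence after 30 min at room temperature.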
Chronic BCR inh = inhibitors of chronic active B-cell receptor signaling | 340,000 tested, 0.05% active | Potency, µM (titrated, usually from 46.1 µM), inactives show top-dose ratio change, negative = lower green/red ratio, hits mostly inhibitors | AID 493014 | ABC-DLBCL IkBa-CBG/CBR reporter, luminescence ratio, 4 h; active = well fitted inhibition curve with a large enough effect in the signal ratio, with a control signal flat, not every such curve was filed as active; inconclusive = small, poorly fitted or top-dose-only effect, or effect the other way, or a change in a side signal; the % refers to the signal ratio;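 note: potency is the fitted concentration of half-maximal effect; plate controls were basal doxycycline-induced cells for no effect and cells given 10 µM MG132 for full effect; MG132 reads +100%, hits lower the ratio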
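TMD8 ABC-DLBCL cells carrying doxycycline-inducible green luciferase fused to IkappaBalpha plus unfused red luciferase were exposed to compounds (up to 46 uM) for 4 hrs at 37C. Activity came from the overlap-corrected green/red luminescence ratio.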
Mito fusion yeast = mitochondrial division inhibition or fusion activation; AID 485298; 320,000 tested, 0.23% active; S. cerevisiae fusion-defective mutant growth rescue, CellTiterGlo 48 h; Potency, µM (doses to about 46.1 µM), without a hit: at the highest dose growth rescue (activation), usual class: activators;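 note: potency is the fitted concentration of half-maximal effect; % of control where 0% means no effect; nearly all actives have a fitted effect of over 45% in size; temperature-sensitive fusion mutants such as fzo1-1 at 37 °C on non-fermentable ethanol glycerol medium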
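Compounds are tested for their ability to restore growth of mitochondrial fusion-defective yeast strains at non-permissive 37C in YPEG medium over 48 hours. Viability is quantified by luciferase luminescence.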
Tb PFK block = inhibitors of T. brucei phosphofructokinase | Potency, µM (titrated, usually from 57.5 µM), without a hit: top-dose activity, negative = inhibition, hits mostly inhibitors | O15648 | 330,000 tested, 0.17% active | T. brucei PFK, ADP-Glo luminescence;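 note: potency is the fitted concentration of half-maximal effect; 0% = uninhibited 1x PFK enzyme wells and -100% = no-enzyme wells; nearly all actives have a fitted effect of over 60% in size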
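Compounds were pin-transferred as a titration series up to 57 uM into substrate buffer (0.5 mM F6P, 0.1 mM ATP, pH 8.0), then 1.25 nM PFK was added and reactions ran 45 min before ADP-Glo detection.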
TSHR antag = human thyrotropin receptor antagonism; 330,000 tested, 0.2% active; TSHR-expressing cells, TSH-stimulated cAMP HTRF, 2 h; hits give low values; P16473; activity change, negative = inhibition, % at 11.5 µM;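 active = activity change below a set negative limit, meaning inhibition stronger than a set level, cut at about -70% in these data; inconclusive = activity change between two set negative limits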; note: % is set by controls: 0 for no effect and ±100 for the full control effect
Target sequence (P16473 whole entry, looked up): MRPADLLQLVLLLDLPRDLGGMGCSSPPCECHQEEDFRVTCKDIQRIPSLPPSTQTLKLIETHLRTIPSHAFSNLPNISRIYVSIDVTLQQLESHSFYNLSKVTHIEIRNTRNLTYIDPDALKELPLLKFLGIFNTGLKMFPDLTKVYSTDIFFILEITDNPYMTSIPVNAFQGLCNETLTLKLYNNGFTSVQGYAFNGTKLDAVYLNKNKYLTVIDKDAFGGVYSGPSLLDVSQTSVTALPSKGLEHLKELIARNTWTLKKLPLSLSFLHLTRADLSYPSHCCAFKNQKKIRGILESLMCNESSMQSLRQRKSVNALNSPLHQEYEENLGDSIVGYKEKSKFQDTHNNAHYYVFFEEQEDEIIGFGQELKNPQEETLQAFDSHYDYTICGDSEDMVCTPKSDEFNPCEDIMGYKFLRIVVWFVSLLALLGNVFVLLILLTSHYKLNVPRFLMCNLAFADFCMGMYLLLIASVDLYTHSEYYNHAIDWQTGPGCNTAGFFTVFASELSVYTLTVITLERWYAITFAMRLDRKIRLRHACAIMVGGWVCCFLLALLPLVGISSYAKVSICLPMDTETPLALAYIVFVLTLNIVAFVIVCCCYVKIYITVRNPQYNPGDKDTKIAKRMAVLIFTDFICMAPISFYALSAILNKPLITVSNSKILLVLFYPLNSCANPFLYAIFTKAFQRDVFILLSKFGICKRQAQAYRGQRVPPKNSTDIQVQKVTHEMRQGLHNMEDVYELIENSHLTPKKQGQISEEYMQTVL
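Antagonism was scored as loss of TSH-driven cAMP in TSHR cells, stimulated with 4nM TSH (EC80) for 2 hours at 37 deg C and detected by homogeneous HTRF competition immunoassay.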
TCR act = T cell receptor activation | primary human leukocytes, anti-CD3, IL-2 HTRF, 48 h | Potency, µM (doses to about 9.22 µM), for inactives: at the top dose activation of IL-2 secretion, actives largely listed as activators | 330,000 tested, under 10 active; note: % of control where 0% means no effect
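Primary human leukocytes were stimulated with a-CD3 beads plus compounds for 48 hr without co-stimulation; secreted IL-2 was quantified by HTRF using a-IL-2-K (europium cryptate) and a-IL-2-d2, excited at 320nm with acceptor emission read at 665nm.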
a7 integrin act = activates integrin-mediated alleviation for muscular dystrophy | alpha7betagal myoblasts, beta-gal FDG fluorescence, 48 h | Potency, µM (top dose mostly 38.3 µM), inactives show at the highest dose activation, usual class: activators | 350,000 tested, 0.064% active | AID 624291;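 note: potency is the fitted concentration of half-maximal effect; 100% = response of the positive control SU9516; nearly all actives have a fitted effect of over 60% in size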
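Alpha7betagal+/- myoblasts (passage 13) were plated 16-24 hr, then exposed to compounds (1:260 dilution of DMSO stock) for 48 hours at 37C. After MPER lysis, β-galactosidase reporter activity was read as FDG fluorescence (ex 480/em 540) after 30 minutes.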
A-T KAP1 phos = candidate therapy for ataxia-telangiectasia; […] A-T fibroblasts, KAP-1 phosphorylation AlphaLISA; neocarzinostatin DNA damage 30 min before lysis; Potency, µM (titrated, usually from 57.5 µM), without a hit: top-dose activation, usual class: activators; 320,000 tested, 0.19% active; AID 485349; note: potency is the fitted concentration of half-maximal effect; % of control where 0% means no effect; nearly all actives have a fitted effect of over 45% in size
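hTERT-immortalized A-T patient fibroblasts ([…]), 500 cells/well in OPTI-MEM, 1% FBS, got compounds for 60 min, then NCS for 30 min at 37C. Lysates were then assayed for phospho-KAP-1 by AlphaLISA (anti-pKAP1 donor, anti-KAP1 acceptor beads), 6 hr at 25C.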
Eya2 inh = Eya2 (human) phosphatase inhibition; Potency, µM (highest dose often 76.9 µM), without a hit: at the top dose activity, negative = inhibition, most hits filed as inhibitors; recombinant Eya2, OMFP fluorescence dephosphorylation (OMFP is methylfluorescein phosphate); AID 488837; 330,000 tested, 0.006% active; O00167; note: potency is the fitted concentration of half-maximal effect; % is set by controls: 0 for no effect and ±100 for the full control effect
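Eya2 (0.2 uM) preincubated 10 min at ambient with compound, then OMFP substrate added at 50 uM; 10 min reaction in 50 mM HEPES pH 7.5, 50 mM NaCl, 5 uM MgCl2, 0.05% BSA, 1 mM DTT. Fluorescence read at Ex 485/Em 525 nm.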
An asterisk follows results filed as active; u = inconclusive; x = no result given; [ ] = dose if it differs, or a comment. Unless noted, calls come from the whole dose curve; as a rule, active = well fitted curve in the direction sought with a large enough effect; inconclusive = small, poorly fitted or top-dose-only effect, or another doubt; inactive = no such curve, though single readings can be large; an effect the other way counts as inactive or inconclusive.

cpd | Structure | S-ASM inh | PTAP TSG101 blk | ELG1 DNA repair | Chronic BCR inh | Mito fusion yeast | Tb PFK block
1 | OC(CN1CCN(Cc2ccccc2)CC1)Cn1c2ccccc2c2ccccc21 (stereo not drawn) | 0% | -4% | -17% | -2% | -3% | 9%
2 | COc1ccc(-c2csc(N(CCCN(C)C)C(=O)c3cc(OC)c(OC)c(OC)c3)n2)cc1 | -9% | -3% | -26% | 1% | -10% | 2%
3 | COc1ccc(-c2cc(C(F)F)n3ncc(C(=O)N4CCc5ccccc54)c3n2)cc1 | -1% | 1% | 0.52µM* | u | 1% | 0%
4 | CCOC(=O)c1sc(NC(=O)CSc2nc3ccccc3o2)c(C(=O)OCC)c1C | -1% | 1% | -8% | 4% | 0% | -1%
5 | Cc1ccc(Nc2ncccc2C(N)=O)cc1[N+](=O)[O-] | -3% | 0% | u | u | u | 0%
6 | Cc1nnc(NC(=O)C2CC(=O)N(C(C)c3ccccc3)C2)s1 (stereo not drawn) | -2% | 0% | 11% | -14% | 3% | 1%
7 | COc1cccc(-n2c(SCC(=O)NCc3ccco3)nnc2-c2c[nH]c3ccccc23)c1 | -1% | -2% | -14% | u | -7% | 3%
8 | c1csc(C2C3=C(Nc4ncnn42)c2ccccc2OC3)c1 (stereo not drawn) | 58%[activator] | -4% | -2% | u | 2% | 1%
9 | COc1ccc(N2C(=O)CSC23C(=O)N2CCCc4cccc3c42)cc1 (stereo not drawn) | 3% | -1% | 5% | 1% | 0% | 2%
10 | Cc1cc(NC(=O)c2cncc(Br)c2)ccc1NC(=O)c1cc2ccccc2o1 | 28% | -1% | u | 0% | -1% | -1%
11 | CCOc1ccc(C(=O)NNC(=O)c2cc(S(=O)(=O)N3CCOCC3)ccc2Cl)cc1 | 3% | -1% | u | 0% | 1% | -1%
12 | CN(C)c1ccc(NC(=O)CSc2nnc(-c3cccs3)n2Cc2ccco2)cc1 | 1% | 0% | u | 17% | 1% | -5%

cpd | TSHR antag | TCR act | a7 integrin act | A-T KAP1 phos | Eya2 inh
1 | 12 | -2%[46.1 µM] | -47%[inhibitor] | 8% | 0%
2 | -5 | 6% | -46%[inhibitor] | -4% | -6%
3 | 3 | -2% | -48%[inhibitor] | 6% | -1%
4 | 10 | 7%[46.1 µM] | 2% | 1% | -6%
5 | 0 | 2%[46.1 µM] | -32% | 0% | -9%
6 | 4 | -4% | -20% | 4% | 5%
7 | -10 | -2% | -8% | 6% | 9%
8 | -19 | -5% | 20% | -2% | 16%
9 | 7 | 2% | 31%[7.66 µM] | 6% | -1%
10 | 1 | -5% | -49%[inhibitor] | 3% | -1%
11 | 25 | 3% | -10% | -6% | 23%
12 | 0 | 10% | 0%[7.66 µM] | -2% | -8%

New compounds follow
cpd | Structure | S-ASM inh | PTAP TSG101 blk | ELG1 DNA repair | Chronic BCR inh | Mito fusion yeast | Tb PFK block
13 | COc1ccc(N(C(=O)c2csnn2)C(C(=O)NC2CCCC2)c2ccccc2)cc1 (stereo not drawn) | -1% | -7% | 4% | -4% | 3% | 0%
14 | CCOC(=O)c1ccccc1NC(=O)CSc1ccccc1 | -4% | -5% | 17% | 21% | 3% | 1%
15 | CCOC(=O)C(=O)Nc1ccc(OCc2ccccc2)cc1 | 1% | -4% | 17% | u | 2% | -1%
16 | Cc1cnc([N+](=O)[O-])n1CCOC(=O)NC(=O)c1cccc(F)c1 | -4% | -1% | 5% | 1% | 0% | -1%
17 | O=[N+]([O-])c1ccc(N2CCN(Cc3ccc([N+](=O)[O-])o3)CC2)cc1 | -14% | 1% | 0% | 8% | -7% | -28%
18 | CCCCc1c(O)c2ccccc2n(CCCC)c1=O | -2% | -1% | 8% | 7% | u | -5%
19 | Cc1ccc(OCCNc2ccc(C(F)(F)F)cc2[N+](=O)[O-])cc1 | -7% | 2% | u | u | -1% | -4%
20 | O=C(NC1CCN(S(=O)(=O)c2ccc(Cl)cc2)CC1)C1CCCCC1 | 2% | -2% | 3% | 4% | 6% | 4%
21 | CCCCc1nc2ccccc2c(=O)n1NC(=O)c1c(O)c2cccc3c2n(c1=O)CC3 | -6% | 2% | 0% | 5% | 0% | 0%
22 | CC1=C(C(=O)Nc2ccc(C(=O)N3CCN(c4ccccc4F)CC3)cc2)SCCO1 | 1% | -4% | u | 10% | 0% | 6%
23 | Cc1ccccc1-c1ocnc1C(=O)Nc1ccccc1NC(=O)c1ccccn1 | -3% | -7% | u | u | -11% | -7%
24 | CC(C)(C)n1ncc2c(=O)n(Cc3ccccc3Br)cnc21 | -8% | -2% | -8% | 1% | 25% | -9%

cpd | TSHR antag | TCR act | a7 integrin act | A-T KAP1 phos | Eya2 inh
13 | 38 | -2% | 6% | 16% | -25%
14 | 16 | -7%[46.1 µM] | 8% | 13% | -10%
15 | -2 | -30% | 4% | 3% | 3%
16 | 10 | x | 12% | 3% | 4%
17 | 17 | -6% | -20% | -4% | 6%
18 | -4 | 2%[46.1 µM] | -17% | -7% | 11%
19 | -15 | 2%[46.1 µM] | u | 2% | -7%
20 | 16 | 4% | -5% | 4% | 1%
21 | -1 | 1% | -14% | 1% | 2%
22 | -7 | 2% | -15% | -8% | -6%
23 | -11 | 2% | -11% | 2% | -8%
24 | -45 | 4% | x | -6% | 0%

Part of the list above, in transposed form:
15. CCOC(=O)C(=O)Nc1ccc(OCc2ccccc2)cc1
20. O=C(NC1CCN(S(=O)(=O)c2ccc(Cl)cc2)CC1)C1CCCCC1
21. CCCCc1nc2ccccc2c(=O)n1NC(=O)c1c(O)c2cccc3c2n(c1=O)CC3
18. CCCCc1c(O)c2ccccc2n(CCCC)c1=O

| entry no. | 15 | 20 | 21 | 18 |
| --- | --- | --- | --- | --- |
| S-ASM inh | 1% | 2% | -6% | -2% |
| PTAP TSG101 blk | -4% | -2% | 2% | -1% |
| ELG1 DNA repair | 17% | 3% | 0% | 8% |
| Chronic BCR inh | u | 4% | 5% | 7% |
| Mito fusion yeast | 2% | 6% | 0% | u |
| Tb PFK block | -1% | 4% | 0% | -5% |
| TSHR antag | -2 | 16 | -1 | -4 |
| TCR act | -30% | 4% | 1% | 2%[46.1 µM] |
| a7 integrin act | 4% | -5% | -14% | -17% |
| A-T KAP1 phos | 3% | 4% | 1% | -7% |
| Eya2 inh | 3% | 1% | 2% | 11% |

Further results
cpd | Structure | S-ASM inh | PTAP TSG101 blk | ELG1 DNA repair | Chronic BCR inh | Mito fusion yeast | Tb PFK block
25 | NS(=O)(=O)c1ccc(CCNC(=O)C2(S(=O)(=O)c3ccc(Cl)cc3)CC2)cc1 | 3% | -1% | 12% | -3% | 4% | 3%
26 | CC(CN1CCN(C/C=C/c2ccccc2)CC1)c1ccccc1 (stereo not drawn) | 0% | -4% | -7% | 0% | -2% | 1%
27 | CN(c1ccc(O)cc1)S(=O)(=O)c1ccc2ccccc2c1 | -1% | -4% | u | u | 14% | 0%
28 | COc1cc(NC(=O)COc2cc(O)c3c(c2)OC(C)(C)CC3=O)cc(OC)c1OC | -1% | -1% | 10µM* | -17% | -1% | 2%
29 | S=c1[nH]nc(-c2n[nH]c3c2CCC3)n1/N=C/C=C/c1ccccc1 | 1% | -3% | -1% | -1% | 4% | -28%
30 | COc1ccc(-c2coc3cc(O)ccc3c2=O)cc1OC | 23% | 1% | u | u | 1% | 0%
31 | CC1(C)CC(=O)C=C(Nc2cc(-c3ccccc3)[nH]n2)C1 | -1% | -9% | 2% | u | -1% | 2%

cpd | TSHR antag | TCR act | a7 integrin act | A-T KAP1 phos | Eya2 inh
25 | -5 | -24% | -18% | -14% | 8%
26 | 5 | x | -19% | -1% | 7%
27 | -7 | 8% | 0% | 0% | -7%
28 | -39 | 8% | -14% | -2% | -3%
29 | -16 | -3% | -52%[inhibitor] | 6% | 2%
30 | 0 | -11% | -20% | -2% | 7%
31 | -11 | -2% | 15% | 5% | -13%

An unsorted share of the library, and some 3.2% of all compounds hit somewhere here.
